SENP8 inh: inhibitors of human SENP8 protease. Q96LD8. purified SENP8, Z-RLRGG-aminoluciferin cleavage, luminescence. inhibition, % at 10 µM. 1.2% of 330,000 active
Target sequence (Q96LD8 whole entry, looked up): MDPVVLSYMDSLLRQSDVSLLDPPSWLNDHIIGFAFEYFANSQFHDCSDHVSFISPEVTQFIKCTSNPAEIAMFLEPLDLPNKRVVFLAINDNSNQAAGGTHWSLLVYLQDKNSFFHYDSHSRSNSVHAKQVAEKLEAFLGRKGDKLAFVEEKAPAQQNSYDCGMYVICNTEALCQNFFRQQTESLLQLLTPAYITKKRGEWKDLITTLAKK
UBC13 inh: blocks human UBC13 polyubiquitin chain formation. TR-FRET. 0.47% of 330,000 active. P61088. inhibition, % at 20 µM. AID 485273; in the data active = inhibition above about 45%, passing the limit was not always enough
Target sequence (P61088 whole entry, looked up): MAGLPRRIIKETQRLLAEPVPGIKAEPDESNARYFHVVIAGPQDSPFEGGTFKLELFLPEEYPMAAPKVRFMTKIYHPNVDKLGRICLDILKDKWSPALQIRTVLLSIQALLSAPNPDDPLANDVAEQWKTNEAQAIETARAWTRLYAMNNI
Gli-Sufu block: Gli-Sufu pathway antagonism | Sufu-KO-LIGHT fibroblasts, Gli luciferase reporter luminescence | inhibition, % at 5 µM | 0.74% of 340,000 active;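 active = inhibition above about 55%, limit read from the data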;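 note: 0% = DMSO-treated cells and 100% = wells with medium but no cells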
Jurkat NFkB inh: inhibitors of the PMA/ionomycin-induced NF-kB reporter in Jurkat cells; PMA/ionomycin-induced NF-kB luciferase reporter, luminescence; inhibition, % at 4 µM; 0.53% of 330,000 active
Apaf1 inhib: human Apaf-1 inhibition; O14727; reconstituted apoptosome caspase-3 activity, DEVD-Rh110 fluorescence; inhibition, % at 20 µM; 0.71% of 330,000 active; AID 489030; active = inhibition of at least 40% at 20 µM;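 note: plate controls were DMSO wells for no effect and DEVD-CHO caspase inhibitor wells for full effect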
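System – cell-free apoptosome with Apaf-1, procaspase-3 and caspase-9 · Buffer or medium – pH 7.5 Hepes buffer with CHAPS, BSA, DTT · Also added – cytochrome c with DEVD-Rh110 · Times – 30 min compound preincubation, 50 min activation, room temperature · Technique – Rh110 fluorescence intensity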
EBI2 block: EBI2 (human) antagonism | P32249 | EBI2 beta-arrestin recruitment, luminescence, 7a,25-OHC stimulated | 0.81% of 360,000 active | inhibition, % at 5 µM; in the data active = inhibition above about 38%;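 note: enzyme fragment complementation signal reports receptor beta-arrestin coupling in cells; 0% = agonist plus DMSO wells and 100% = wells without agonist; some results beyond the cut were filed as inactive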
CCR6 antag: antagonists of human CCR6 receptor; AID 493098; CHO-K1 CCR6 PathHunter beta-arrestin, luminescence, CCL20-stimulated; 0.49% of 340,000 active; inhibition, % at 20 µM; P51684;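 active = compounds whose inhibition of the agonist-driven luminescence signal at 20 µM reaches about 50%, limit read from the data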;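 note: cells stimulated with CCL20 at 14 nM final; plate controls were DMSO with CCL20 for no effect and DMSO without agonist for full effect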
Target sequence (P51684 whole entry, looked up): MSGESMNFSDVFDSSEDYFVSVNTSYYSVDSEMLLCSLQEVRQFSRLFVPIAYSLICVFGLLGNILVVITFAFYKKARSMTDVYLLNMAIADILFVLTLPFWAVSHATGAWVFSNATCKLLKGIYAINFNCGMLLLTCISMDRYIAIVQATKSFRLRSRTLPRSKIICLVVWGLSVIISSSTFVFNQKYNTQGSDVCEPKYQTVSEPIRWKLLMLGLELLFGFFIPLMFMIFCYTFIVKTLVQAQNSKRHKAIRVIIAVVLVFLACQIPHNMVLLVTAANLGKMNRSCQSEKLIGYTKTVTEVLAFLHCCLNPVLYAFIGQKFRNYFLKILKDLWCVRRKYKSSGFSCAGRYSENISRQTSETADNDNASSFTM
697 NFkB inh: lowers PMA/ionomycin-induced NF-kB signal in 697 B cells; inhibition, % at 4 µM; 697 B-cell NF-kB luciferase reporter, 16 h; 0.33% of 330,000 active; in the data active = inhibition above about 35%
Active calls of the source: *. Cut-off read from the data, not from the text of the source, unless noted: active = inhibition above about 50%; inactive = the rest. A portion of the library. The share of hits here may be higher or lower than overall.

`CC(C)CN1CCC(=O)N([C@H](COc2ccccc2)Cc2ccccc2)CC1` gave SENP8 inh -16, UBC13 inh 0, Gli-Sufu block 4, Jurkat NFkB inh 7, Apaf1 inhib 11, EBI2 block 6, CCR6 antag 13 and 697 NFkB inh -7.
Screening CCOc1ccc(S(=O)(=O)NC(C)C)cc1C(N)=O returned SENP8 inh 5, UBC13 inh 5, Gli-Sufu block 1, Jurkat NFkB inh 10, Apaf1 inhib -14, EBI2 block -2, CCR6 antag -2 and 697 NFkB inh -4.
Screening CSc1ccc(Cl)c(C(=O)OCC(=O)N2CCNC2=O)c1 returned SENP8 inh -10, UBC13 inh 19, Gli-Sufu block 1, Jurkat NFkB inh 7, Apaf1 inhib -3, EBI2 block 5, CCR6 antag -12 and 697 NFkB inh 10.
COc1ccc(Cl)cc1S(=O)(=O)N1CCCC(C(=O)NCc2ccccn2)C1 (stereo not drawn) was read as SENP8 inh 13, UBC13 inh 5, Gli-Sufu block -4, Jurkat NFkB inh 5, Apaf1 inhib 1, EBI2 block -13, CCR6 antag 13 and 697 NFkB inh -2.
`O=C(CCc1c[nH]c2ccccc12)N1CCN(c2ccc(O)cc2)CC1` gave SENP8 inh 5, UBC13 inh 3, Gli-Sufu block 32, Jurkat NFkB inh 5, Apaf1 inhib 2, EBI2 block -5, CCR6 antag -6 and 697 NFkB inh 5.
For Cc1cc(C)nc(N(C#N)CC(=O)Nc2ccccc2)n1 the results were SENP8 inh -14, UBC13 inh 3, Gli-Sufu block 5, Jurkat NFkB inh 10, Apaf1 inhib -5, EBI2 block -3, CCR6 antag 2 and 697 NFkB inh 17.
For Nc1c(Cl)cc(-c2csc(N3CCCC3c3nc4cc(Cl)c(N5CCCCC5)cc4n3CCCO)n2)cc1Cl (stereo not drawn) the results were SENP8 inh -4, UBC13 inh -37, Gli-Sufu block 28, Jurkat NFkB inh -6, Apaf1 inhib 16, EBI2 block -12, CCR6 antag 12 and 697 NFkB inh -3.
Screening Oc1c(Cl)cc(Cl)cc1C=Nc1ccc(N2CCOCC2)cc1 returned SENP8 inh 3, UBC13 inh -8, Gli-Sufu block 0, Jurkat NFkB inh 6, Apaf1 inhib 13, EBI2 block 2, CCR6 antag 15 and 697 NFkB inh -7.
`COC(=O)CC(=O)CSc1nc2c(cc1C#N)CCCCC2` gave SENP8 inh 11, UBC13 inh 8, Gli-Sufu block 0, Jurkat NFkB inh -82, Apaf1 inhib 2, EBI2 block -2, CCR6 antag 8 and 697 NFkB inh -79.
`COc1ccc(C2/C=C\CN(S(=O)(=O)c3ccc(C)cc3)[C@H](Cc3ccccc3)C(=O)N2Cc2ccc(F)cc2)cc1` (stereo partly drawn) gave SENP8 inh 14, UBC13 inh -1, Gli-Sufu block 6, Jurkat NFkB inh 0, Apaf1 inhib 7, EBI2 block 13, CCR6 antag 2 and 697 NFkB inh 9.

No new results follow: entries from further up.
COc1ccc(Cl)cc1S(=O)(=O)N1CCCC(C(=O)NCc2ccccn2)C1 (stereo not drawn) was read as SENP8 inh 13, UBC13 inh 5, Gli-Sufu block -4, Jurkat NFkB inh 5, Apaf1 inhib 1, EBI2 block -13, CCR6 antag 13 and 697 NFkB inh -2.
`O=C(CCc1c[nH]c2ccccc12)N1CCN(c2ccc(O)cc2)CC1` gave SENP8 inh 5, UBC13 inh 3, Gli-Sufu block 32, Jurkat NFkB inh 5, Apaf1 inhib 2, EBI2 block -5, CCR6 antag -6 and 697 NFkB inh 5.
For Cc1cc(C)nc(N(C#N)CC(=O)Nc2ccccc2)n1 the results were SENP8 inh -14, UBC13 inh 3, Gli-Sufu block 5, Jurkat NFkB inh 10, Apaf1 inhib -5, EBI2 block -3, CCR6 antag 2 and 697 NFkB inh 17.
For Nc1c(Cl)cc(-c2csc(N3CCCC3c3nc4cc(Cl)c(N5CCCCC5)cc4n3CCCO)n2)cc1Cl (stereo not drawn) the results were SENP8 inh -4, UBC13 inh -37, Gli-Sufu block 28, Jurkat NFkB inh -6, Apaf1 inhib 16, EBI2 block -12, CCR6 antag 12 and 697 NFkB inh -3.
Screening Oc1c(Cl)cc(Cl)cc1C=Nc1ccc(N2CCOCC2)cc1 returned SENP8 inh 3, UBC13 inh -8, Gli-Sufu block 0, Jurkat NFkB inh 6, Apaf1 inhib 13, EBI2 block 2, CCR6 antag 15 and 697 NFkB inh -7.
`COC(=O)CC(=O)CSc1nc2c(cc1C#N)CCCCC2` gave SENP8 inh 11, UBC13 inh 8, Gli-Sufu block 0, Jurkat NFkB inh -82, Apaf1 inhib 2, EBI2 block -2, CCR6 antag 8 and 697 NFkB inh -79.
`COc1ccc(C2/C=C\CN(S(=O)(=O)c3ccc(C)cc3)[C@H](Cc3ccccc3)C(=O)N2Cc2ccc(F)cc2)cc1` (stereo partly drawn) gave SENP8 inh 14, UBC13 inh -1, Gli-Sufu block 6, Jurkat NFkB inh 0, Apaf1 inhib 7, EBI2 block 13, CCR6 antag 2 and 697 NFkB inh 9.

The listing continues:
C/C(=N\NC(N)=S)c1ccc(-n2ccnc2)cc1 was read as SENP8 inh -13, UBC13 inh -14, Gli-Sufu block -6, Jurkat NFkB inh -2, Apaf1 inhib 12, EBI2 block -8, CCR6 antag 2 and 697 NFkB inh 8.
For CCOC(=O)c1cc(NC(=O)N2CCCc3ccccc32)c(C)nc1C the results were SENP8 inh 4, UBC13 inh 4, Gli-Sufu block 2, Jurkat NFkB inh -21, Apaf1 inhib 10, EBI2 block 1, CCR6 antag 10 and 697 NFkB inh -4.
`Cc1ccc(NC(=O)C2CCC(C(C)(C)C)CC2)cc1S(=O)(=O)N1CCOCC1` (stereo not drawn) gave SENP8 inh 3, UBC13 inh 12, Gli-Sufu block 1, Jurkat NFkB inh -10, Apaf1 inhib 13, EBI2 block -2, CCR6 antag 16 and 697 NFkB inh -1.
CN(Cc1ccco1)C(=O)CN1C(=O)NC(c2ccccc2)(c2ccccc2)C1=O was read as SENP8 inh 9, UBC13 inh -9, Gli-Sufu block -7, Jurkat NFkB inh -1, Apaf1 inhib 12, EBI2 block -11, CCR6 antag -1 and 697 NFkB inh -34.
For CC(=O)c1ccc(OCC(O)COc2ccc(C(C)=O)cc2)cc1 the results were SENP8 inh -2, UBC13 inh 8, Gli-Sufu block -6, Jurkat NFkB inh -5, Apaf1 inhib -30, EBI2 block -3, CCR6 antag 0 and 697 NFkB inh 19.
CCOC(=O)C(C)Sc1nnc2c3ccccc3n(C)c2n1 (stereo not drawn) was read as SENP8 inh 0, UBC13 inh 0, Gli-Sufu block -1, Jurkat NFkB inh -10, Apaf1 inhib 8, EBI2 block -10, CCR6 antag 12 and 697 NFkB inh -14.
O=C(/C=C/c1ccc(Br)o1)OCc1nc2ccsc2c(=O)[nH]1 was read as SENP8 inh 0, UBC13 inh -2, Gli-Sufu block 4, Jurkat NFkB inh -1, Apaf1 inhib 26, EBI2 block -3, CCR6 antag 26 and 697 NFkB inh -14.
Screening O=S(NCc1ccco1)C12CC3CC(CC(C3)C1)C2 (stereo not drawn) returned SENP8 inh -1, UBC13 inh -7, Gli-Sufu block 0, Jurkat NFkB inh 4, Apaf1 inhib 7, EBI2 block -36, CCR6 antag 15 and 697 NFkB inh 6.
For Cc1ccc(-n2c([S-])c(C(=O)NC(C)c3ccccc3)[n+]3ccccc23)cc1 (stereo not drawn) the results were SENP8 inh 8, UBC13 inh 8, Gli-Sufu block -12, Jurkat NFkB inh 3, Apaf1 inhib 15, EBI2 block -13, CCR6 antag 17 and 697 NFkB inh 26.
For CCOc1ccc(NC(=O)CN(C)C(=O)C2CCN(C(=O)c3ccc(Cl)cc3)CC2)cc1OCC the results were SENP8 inh 11, UBC13 inh -4, Gli-Sufu block -5, Jurkat NFkB inh 6, Apaf1 inhib -11, EBI2 block 35, CCR6 antag 6 and 697 NFkB inh 20.
O=C(NC1CCCc2ccccc21)C1CCN(S(=O)(=O)c2ccccc2F)CC1 (stereo not drawn) was read as SENP8 inh 0, UBC13 inh 0, Gli-Sufu block 5, Jurkat NFkB inh 4, Apaf1 inhib -5, EBI2 block 0, CCR6 antag 5 and 697 NFkB inh 20.
Screening COC(=O)c1ccc(C2/C(=C(\O)c3cccc(OC)c3)C(=O)C(=O)N2CCCN(C)C)cc1 (stereo not drawn) returned SENP8 inh -2, UBC13 inh 1, Gli-Sufu block 0, Jurkat NFkB inh -10, Apaf1 inhib -6, EBI2 block -22, CCR6 antag 8 and 697 NFkB inh 9.
`COc1cccc(O)c1CN1CCC(n2nccc2NC(=O)c2ccc3c(c2)OCO3)CC1` gave SENP8 inh -10, UBC13 inh 1, Gli-Sufu block 28, Jurkat NFkB inh 12, Apaf1 inhib 14, EBI2 block 14, CCR6 antag 7 and 697 NFkB inh -11.
O=C(COC(=O)CSc1ccc(Cl)cc1)Nc1ccccc1 was read as SENP8 inh -4, UBC13 inh 8, Gli-Sufu block -3, Jurkat NFkB inh -6, Apaf1 inhib -1, EBI2 block -5, CCR6 antag 3 and 697 NFkB inh 9.
For Nc1c(Br)cc(Br)c(N2CCCC2=O)c1Br the results were SENP8 inh -1, UBC13 inh 1, Gli-Sufu block -39, Jurkat NFkB inh -18, Apaf1 inhib 10, EBI2 block -8, CCR6 antag -6 and 697 NFkB inh -19.
CC1CCCN(C(=O)CNC(=O)Cn2ccc3ccccc3c2=O)C1 (stereo not drawn) was read as SENP8 inh 9, UBC13 inh -10, Gli-Sufu block 19, Jurkat NFkB inh 11, Apaf1 inhib 1, EBI2 block -8, CCR6 antag 3 and 697 NFkB inh -4.
Screening N#Cc1ccc(-c2ccco2)nc1SCc1ccccc1 returned SENP8 inh -15, UBC13 inh -1, Gli-Sufu block -2, Jurkat NFkB inh 5, Apaf1 inhib 23, EBI2 block 23, CCR6 antag 11 and 697 NFkB inh -5.
Screening Cc1ncc(CN2CCC(N3CCC(C(=O)N4CCCC4)CC3)CC2)s1 returned SENP8 inh -7, UBC13 inh -1, Gli-Sufu block 11, Jurkat NFkB inh 0, Apaf1 inhib 1, EBI2 block -3, CCR6 antag 1 and 697 NFkB inh -5.
Screening CCN(CC)S(=O)(=O)c1ccc2c(c1)nc(SCC(=O)N1CCOCC1)n2-c1ccccc1OC returned SENP8 inh -5, UBC13 inh 0, Gli-Sufu block 8, Jurkat NFkB inh -3, Apaf1 inhib 16, EBI2 block -3, CCR6 antag 15 and 697 NFkB inh -12.
For CC(C)NCC#CCOc1ccc(Cl)cc1 the results were SENP8 inh -2, UBC13 inh 4, Gli-Sufu block -1, Jurkat NFkB inh 5, Apaf1 inhib -2, EBI2 block 3, CCR6 antag 10 and 697 NFkB inh -1.
O=C(NCc1cc(C(F)(F)F)ccc1F)C1CCC(=O)N(C2CCCCCC2)C1 (stereo not drawn) was read as SENP8 inh 5, UBC13 inh -1, Gli-Sufu block 12, Jurkat NFkB inh -7, Apaf1 inhib 4, EBI2 block -5, CCR6 antag 2 and 697 NFkB inh -6.
`CN(CCO)c1cc(N2CCC3(CC2)OCCO3)c2nonc2c1[N+](=O)[O-]` gave SENP8 inh -8, UBC13 inh -44, Gli-Sufu block 3, Jurkat NFkB inh -5, Apaf1 inhib 11, EBI2 block -3, CCR6 antag -11 and 697 NFkB inh 1.
`COc1ccc(C(=O)N(CN2CCCC2=O)c2ccc(C)cc2)cc1` gave SENP8 inh 0, UBC13 inh 1, Gli-Sufu block 3, Jurkat NFkB inh 0, Apaf1 inhib -11, EBI2 block -3, CCR6 antag -8 and 697 NFkB inh 9.
For CCNc1ccc(S(=O)(=O)N(C)C)cc1NCC(=O)Nc1ccccc1Br the results were SENP8 inh -2, UBC13 inh -8, Gli-Sufu block -2, Jurkat NFkB inh -2, Apaf1 inhib 4, EBI2 block 0, CCR6 antag 8 and 697 NFkB inh 4.
COc1cc(OC)c(C(=O)OC(C)C(=O)Nc2cccc(C(F)(F)F)c2)cc1OC (stereo not drawn) was read as SENP8 inh -1, UBC13 inh -3, Gli-Sufu block -2, Jurkat NFkB inh -1, Apaf1 inhib 12, EBI2 block 17, CCR6 antag 20 and 697 NFkB inh 6.
Screening C=C(C)CN(CC)Cc1c(C(=O)N(C)CCCC)nc2ccccn12 returned SENP8 inh -5, UBC13 inh 1, Gli-Sufu block 25, Jurkat NFkB inh 4, Apaf1 inhib -15, EBI2 block 1, CCR6 antag 9 and 697 NFkB inh 3.
